HCV inh: blocks hepatitis C virus; Potency, µM (doses to about 41.8 µM), for the others: at the highest dose activity change, negative = inhibition, most hits filed as inhibitors; AID 651820; actives 3.4% (n = 340,000); Huh7.5.1 HCVcc-Cre infection, luciferase reporter, 44 h; further: potency means the concentration at half of the fitted maximal effect; on the % scale 0 is the no-effect control and ±100 the full control effect
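Infectious HCVcc-Cre (~0.5 moi) was added to cells just after compound, with cells seeded 4 h earlier at 1,000 per well. Luciferase activity after 44 h culture reported infection; substrate was incubated 15 min at room temperature before reading.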
Pf growth 96h: inhibits malaria parasite growth, 96 h | P. falciparum luciferase reporter growth, 96 h | actives 6.9% (n = 320,000) | Potency, µM (doses to about 28.7 µM), for the others: at the top dose activity change, negative = inhibition, most hits filed as inhibitors; further: potency means the concentration at half of the fitted maximal effect; on the % scale 0 is the no-effect control and ±100 the full control effect
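Delayed-death screen, second-generation endpoint: infected erythrocytes, 2% hematocrit, 0.05% parasitemia final; 96 hours at 37 C, 5% CO2; luciferase detection reagent; luminescence decrease equals reduced growth.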
Pf growth 48h: P. falciparum growth inhibition at 48 hours (one generation). P. falciparum luciferase growth in erythrocytes, 48 h. Potency, µM (top dose mostly 28.7 µM), for the others: at the highest dose activity change, negative = inhibition, actives largely listed as inhibitors. actives 5.9% (n = 310,000). AID 504832; further: potency means the concentration at half of the fitted maximal effect; on the % scale 0 is the no-effect control and ±100 the full control effect
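In quantitative HTS format, infected erythrocytes bearing luciferase-reporter parasites were treated for a single generation at 37 C. Luminescence after adding detection reagent served as the growth measure.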
LmPK inhibitor: blocks Leishmania mexicana pyruvate kinase activity | Q27686 | purified LmPK, Kinase-Glo ATP luminescence, 1 h | actives 0.37% (n = 290,000) | AID 1721 | Potency, µM (series often up to 57.5 µM), without a hit: at the top dose activity change, negative = inhibition, most hits filed as inhibitors; further: potency means the concentration at half of the fitted maximal effect; on the % scale 0 is the no-effect control and ±100 the full control effect
Target sequence (Q27686 whole entry, looked up): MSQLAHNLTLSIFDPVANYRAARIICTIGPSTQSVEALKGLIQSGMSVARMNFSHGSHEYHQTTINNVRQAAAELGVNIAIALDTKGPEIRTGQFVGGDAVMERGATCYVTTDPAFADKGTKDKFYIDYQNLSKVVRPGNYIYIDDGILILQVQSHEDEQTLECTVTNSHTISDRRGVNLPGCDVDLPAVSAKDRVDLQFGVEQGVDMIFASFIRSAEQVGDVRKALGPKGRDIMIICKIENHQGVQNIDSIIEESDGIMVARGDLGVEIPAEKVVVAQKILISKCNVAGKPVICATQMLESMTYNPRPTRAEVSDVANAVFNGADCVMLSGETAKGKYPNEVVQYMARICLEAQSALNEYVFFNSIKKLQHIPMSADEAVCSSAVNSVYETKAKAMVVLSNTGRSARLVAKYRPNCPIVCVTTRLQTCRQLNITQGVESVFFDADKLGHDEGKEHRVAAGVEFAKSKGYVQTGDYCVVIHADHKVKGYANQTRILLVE
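Screened at intermediate enzyme activity to detect both inhibitors and activators: LmPK at 0.1 nM, with a 0.5 nM enzyme column as activation reference. PEP 0.5 mM, ADP 0.1 mM; ATP detected by luminescence after 1 h.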
TbPYK inhibitor: T. brucei pyruvate kinase inhibition | Potency, µM (top dose mostly 76.8 µM), inactives show at the highest dose activity, negative = inhibition, actives largely listed as inhibitors | actives 0.12% (n = 410,000) | TbPYK enzyme, Kinase-Glo Plus ATP luminescence, 45 min | Q57TT1; further: potency means the concentration at half of the fitted maximal effect; on the % scale 0 is the no-effect control and ±100 the full control effect; nearly all actives have a fitted effect of over 50% in size
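Screened from lowest to highest concentration, compounds were pinned into TbPYK/substrate mixtures, and ADP (130 uM final) was added. Plates sat at room temperature for 45 min prior to Kinase-Glo Plus detection by luminescence.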
Cycloheximide cs: counter-screen hit for Shiga toxin inhibitors, cycloheximide | actives 12% (n = 300,000) | cell reporter, cycloheximide protein synthesis inhibition counterscreen | AID 2314 | max response, %; in the data active means max response mostly above about 13%, no sharp cut-off; inactive means mostly below about 14%; further: read at 38.3 µM for the half of the compounds with a filed dose; 0% is about no effect
Shiga toxin inh: blocks Shiga toxin action in Vero cells | Vero cells, Shiga toxin protein synthesis inhibition reporter | inhibition, % at 38.7 µM | actives 9.2% (n = 290,000) | AID 2315; in the data active means inhibition mostly above about 28%, no sharp cut-off; inactive means mostly below about 43%; further: 0% is about no effect
* marks the source's active call; other numbers are inactive results; ? = inconclusive; · = not tested or not shown; & = joins results of further samples; [ ] = remark or other dose. Unless noted, the call rests on the fitted dose curve; in most records, active means well fitted curve in the direction sought with a large enough effect; inconclusive means small, poorly fitted or top-dose-only effect, or another doubt; inactive means no such curve, though single readings can be large; an effect the other way counts as inactive or inconclusive.

SMILES	HCV inh	Pf growth 96h	Pf growth 48h	LmPK inhibitor	TbPYK inhibitor	Cycloheximide cs	Shiga toxin inh
COc1cccc(-c2nc(CS(=O)CC(=O)N3CCC4(CC3)OCCO4)c(C)o2)c1 (configuration not stated)	8%	4%	29%	0%	-7%	-2	-6
O=S(=O)(Nc1ccncc1)c1ccc(Cl)c(Cl)c1	22%	22%	1%	2%	-4%	18*	·
CCOC(=O)c1ccc(NS(=O)(=O)c2ccc3c(c2)CCCN3C(C)=O)cc1	22%&-28%	?	?	5%	-2%	10	18
O=C(CC1(O)C(=O)N(Cc2ccccc2)c2ccccc21)c1ccc2c(c1)OCO2 (configuration not stated)	1%	?	·	5%	5%	-1	-9
CCCCn1nnnc1SCC(=O)Nc1ccc(F)cc1	-7%	·	-10%	1%	-5%	0	10
O=C(CC(=O)NCCc1ccccc1)NCCc1ccccc1	16%	26%	0%	-2%	3%	-2	12
Cc1oc2c(Cl)c(Cl)c(O)c(CN(C)C)c2c1C(=O)c1ccc(Cl)cc1	?	103%[activator]	?	-7%	-3%	-2	-7
COc1ccccc1Nc1cc(C(=O)NC2CCCC2)c2ccccc2n1	?	?	0%	0%	3%&-2%	-4	-5
CC(C)C[C@H](NC(=O)c1nc[nH]c1C(=O)NC1CCN(C(=O)OC(C)(C)C)CC1)C(=O)OC(C)(C)C	6%	2.3µM*	1.5µM*	7%	-4%	-2	-9
COC(=O)C1CCC(C)(C(=O)Nc2ccccc2)C1(C)C (configuration not stated)	-15%	?	-10%	7%	-1%	2	-9
C=CC1C(OC2OC(CO)C(O)C(O)C2O)OC=C(C(=O)OC)C1CC1CC(=O)CC(CC(=O)CCc2ccc(O)cc2)O1 (configuration not stated)	8%	5.2µM*	-1%	-2%	-2%	-5	15
CCOC(=O)C(Cc1ccccc1)NC(=O)Cn1nnc(-c2ccc(SC)cc2)n1 (configuration not stated)	21%	?	-10%	-5%	2%	-2	-8
Oc1ccc(-c2nc3c4c(ncn3n2)-c2ccccc2CC42CCCC2)cc1	?	-1%	-8%	3%	10%	-5	-6
CCN(CC)c1ccc(NC2=C(Cl)C(=O)c3ccccc3C2=O)cc1	?	2.9µM*	40%[activator]	?	-19%	60*	128*
CC(=O)NCC1CCN(C(=O)C2CCC(=O)N(CCc3cccc(F)c3)C2)CC1 (configuration not stated)	14%	13µM*	25%	-8%	0%	-4	-6
CCCCOC(=O)C1=C(C)NC2(O)c3ccccc3C(=O)C12O (configuration not stated)	7%	·	-2%	-5%	0%	3	16
CCc1ccc(OC(C)C(=O)N(Cc2ccco2)C2CCS(=O)(=O)C2)cc1 (configuration not stated)	9%	134%[activator]	-9%	-4%	-4%	-2	24
O=C1NC(=O)C(=Cc2ccc3ccccc3c2)C(=O)N1	13%	?	58%[activator]	-1%	-28%	-3	-6
COc1cccc(OC)c1C(=O)n1nc(C)cc1C	13%	5%	5%	-1%	-9%	-1	12
CC(C)CC(=O)NC(=S)N1CCCCCC1	-2%	8%	6%	1%	-3%	2	0

Continued; it opens with the 3 that closed the last part.
SMILES	HCV inh	Pf growth 96h	Pf growth 48h	LmPK inhibitor	TbPYK inhibitor	Cycloheximide cs	Shiga toxin inh
O=C1NC(=O)C(=Cc2ccc3ccccc3c2)C(=O)N1	13%	?	58%[activator]	-1%	-28%	-3	-6
COc1cccc(OC)c1C(=O)n1nc(C)cc1C	13%	5%	5%	-1%	-9%	-1	12
CC(C)CC(=O)NC(=S)N1CCCCCC1	-2%	8%	6%	1%	-3%	2	0
CCOc1ccc(/C=N/n2c(C)nc3ccccc3c2=O)cc1	16%	-18%	55%[activator]	-5%	-11%	-2	-5
CCCOc1ccc(N2C(=O)CC(SCCN)C2=O)cc1 (configuration not stated)	7%	?	216%[activator]	-22%	-14%	50*	93*
O=C(Nc1nccs1)c1ccc(S(=O)(=O)NCc2cccs2)cc1	10µM*	·	-19%	4%	0%	14	49
N#Cc1nc(-c2cccc(Cl)c2)oc1N1CCC(C(N)=O)CC1	-12%	?	?	-2%	-3%	8	-5
Cc1cccc(Nc2nc3c(c(=O)n(C)c(=O)n3C)n2CC(O)CO)c1 (configuration not stated)	-15%	-17%	17%	2%	3%	-1	-17
CCOc1ccc(-n2cc(-c3ccc(OC)c(OC)c3)[nH]c2=S)cc1	-14%	-12%	?	?	1.1µM*	10	25
Cc1ccc(CNC(=O)C2CCN(C(=O)Nc3ccccc3)CC2)cc1	5%	7%	3%	-7%	-10%	8	9
COC(=O)C1CCN(c2ccc([N+](=O)[O-])cc2)CC1	5%	32%	14%	-4%	-8%	9	11
C=CCNC(=O)Cn1nnc(-c2ccc(-c3ccc(OC)cc3)cc2)n1	-5%	10%	100%[activator]	0%	-2%	23*	51*
COc1ccc2c(c1)CC/C(=C/c1ccncc1)C2=O	?	259%[activator]	-12%	-19%	-9%	32*	54
Cc1cc2ccccn2c1C(=O)c1nc(NCc2ccco2)ncc1Cl	?	0%	?	-3%	-4%	12	-2
CC(OC(=O)c1cccc(S(=O)(=O)N2CCOCC2)c1)C(=O)NC1CCCCC1C (configuration not stated)	1%	-27%	-6%	·	0%	·	·
CCOc1c(Cl)cc(C(=O)Nc2ccccc2-c2ccccc2)cc1Cl	3%	-17%	-11%	1%	17%	-4	-1
COC(=O)c1ccc(-c2ncc(-c3cccc4ccccc34)o2)cc1	19%	74%[activator]	62%[activator]	4%	4%	2	34*
Cc1nn(C)cc1CNC(=O)CCC(=O)O	-5%	·	32%[activator]	1%	-5%	2	-4
CC1(C)[C@@H](C=C(Cl)Cl)[C@@H]1C(=O)OCc1c(F)c(F)cc(F)c1F	·	-5%	7%	·	3%	·	·
CS(=O)c1ccccc1COC(=O)Nc1ccccc1 (configuration not stated)	-5%	58%	2%	5%	-8%	-2	8
Cc1ccc(Cn2c(C)c3cnn(CC(=O)NCc4ccccn4)c(=O)c3c2C)cc1	-7%	32%[activator]	18%	1%	2%	-3	-6
C=CCn1c(NCc2ccccc2O)nc2ccccc21	-11%	?	?	2%	3%	22*	·
C/C(=N\Nc1ccc([N+](=O)[O-])cc1[N+](=O)[O-])c1ccc(-n2nncc2C(C)(C)C)cc1	?	?	?	4%	1%	-1	-2
CN(c1ccc(OCc2ccc([N+](=O)[O-])cc2)cc1)S(=O)(=O)c1ccccc1	?	-3%	-17%	6%	1%	-2	7
O=C(Nc1ncccc1O)c1ccc2c(c1)OCO2	6%	4.1µM*	9.3µM*	·	-3%	·	·
COc1ccccc1CCNCc1ccc(OC)c(OC)c1OC	-19%	?	-6%	2%	-4%	-7	-12
CCC1(C)Cc2ccccc2C(=O)N1 (configuration not stated)	-17%	9%	9%	1%	-15%	-2	12
N#Cc1ccccc1OCC(=O)OCC(=O)c1ccc[nH]1	14%	8%	-9%	·	-1%	·	·
Nc1ccccc1SSc1ccccc1N	-9%	?	?	19%	?	69*	127*
CCCCn1c(C(C)NC(=O)CC)nc2ccccc21 (configuration not stated)	-2%	1%	-7%	-5%	1%	0	-3
COc1ccccc1NC(=O)C1CCCN(C(=O)Nc2ccc(F)cc2)C1 (configuration not stated)	1%	38%[activator]	-1%	-4%	1%	-4	2
Cc1cc(C)cc(N(CCC(=O)Nc2nnc(C)s2)S(=O)(=O)c2ccc(Cl)cc2)c1	6%	?	?	2%	-1%	-2	-4
COC(=O)c1cc(S(=O)(=O)N2CCN(c3ccccc3)CC2)c[nH]1	1%	?	7%	0%	6%	4	-4
CSCC[C@H](NC(=O)C1CCN(C(=O)[C@H](Cc2ccccc2)NS(=O)(=O)c2ccc(C)cc2)CC1)C(=O)O	-11%	4%	6%	-5%	7%	-4	-4
O=S(=O)(c1ccccc1)N1CCN(c2nnnn2-c2ccccc2)CC1	1%	8%[5.75 µM]	·	-11%	0%	-4	-22
CCOC(=O)Nc1cccc(OCC(=O)Nc2ccc(OC)cc2OC)c1	?	?	-30%	-4%	1%	15	10
O=C(Nc1ccc(N2CCN(C(=O)c3ccccc3F)CC2)cc1)c1cncc(Br)c1	?	?	?	-5%	-6%	3	-21
NC(=O)c1ccccc1Br	16%	9%	13%	0%	-8%	-1&0	24&28
Cc1oc(-c2ccccc2Cl)nc1CS(=O)CC(=O)NCc1ccco1 (configuration not stated)	18%	-15%	10%	0%	-2%	-1	1
CCOCCCN(C(=O)Nc1ccc(CC)cc1)C1CCN(C(C)=O)CC1	0%	·	-11%	0%	-2%	1	8
COc1ccc(S(=O)(=O)Nc2cc(C)on2)cc1OC	-3%	?	24%	3%	3%	-3	7
Cn1c2ccccc2c(=O)c2c(=O)n(Cc3ccccc3)c(-c3ccc(F)cc3)nc21	-4%	5.2µM*	?	-3%	-22%	-2	-11
CCOC(=O)COc1cc([N+](=O)[O-])cc2cccnc12	6%	?	-22%	-5%	1%	-4	-19
O=C(CSc1ccc(-c2ccco2)nn1)NC1CCCC1	1%	13%	1%	-6%	-4%	0	14
CC(C)OC(=O)c1cccnc1N1CCN(c2ccc(F)cc2)CC1	?	40%[activator]	-4%	-4%	-1%	-2	-16
O=C1C=CC(=O)N1N(c1ccccc1)c1ccccc1	9%	26%	-10%	?	?	-3	1
CCN(CC)C(=O)CN1CCN(c2ccccc2F)CC1	8%	22%	18%	-3%	20%	-3	-13
COc1ccc(N(C(=O)c2snc(C(N)=O)c2N)C(C(=O)NC2CCCC2)c2cc(OC)ccc2OC)c(OC)c1 (configuration not stated)	?	-10%	1.9µM*	-2%	0%	-2	15
CC(=O)c1ccc(NC(=O)c2ccc3c(c2)C(=O)N(c2ccccn2)C3=O)cc1	3%	-19%	23%	-2%	4%	-4	-5
Cc1ccc(C)c(Nc2c([N+](=O)[O-])c(=O)oc3ccccc23)c1	-11%	-3%	?	5%	7%	1	-10
O=C(CCc1nnc(-c2ccsc2)o1)N1CCc2c(Cl)cccc2C1	-6%	-14%	34%[activator]	-5%	4%	30*	104*
O=C(Nc1ccccc1)NC1CCCCNC1=O (configuration not stated)	20%	81%[activator]	73%[activator]	4%	1%	1	21
O=C(NCCCNC(=O)c1cc(Cl)ccc1Cl)c1ccccn1	20%	1%	-33%	-2%	4%	6	-13
O=[N+]([O-])c1ccc(Sc2nnnn2-c2ccccc2)nc1	?	?	?	5%	-3%	12	17
Cc1oc2cc3c(C(=O)N4CCCCC4)c(C)oc3cc2c1C(=O)N1CCCCC1	?	·	·	6%	2%	53*	73
CS(=O)(=O)c1ccc(-c2nnc(NC(=O)c3cccc(N4C(=O)CCC4=O)c3)o2)cc1	3%	2%	8%	·	-8%	·	·

Compounds above with bromine (2):
SMILES	HCV inh	Pf growth 96h	Pf growth 48h	LmPK inhibitor	TbPYK inhibitor	Cycloheximide cs	Shiga toxin inh
O=C(Nc1ccc(N2CCN(C(=O)c3ccccc3F)CC2)cc1)c1cncc(Br)c1	?	?	?	-5%	-6%	3	-21
NC(=O)c1ccccc1Br	16%	9%	13%	0%	-8%	-1&0	24&28
